Source: PubChem BioAssay
RGS4 act – RGS4 potentiation or activation | HEK293 M3R/inducible RGS4, carbachol calcium flux Fluo4; active compounds read low | B-score at 10 µM | hit rate 0.92% among 310,000;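 active means B-score of the integrated calcium signal more than 4 SD below the library mean, with starting fluorescence not abnormally high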;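 further: negative B-score means reduced calcium response which marks RGS4 activation or potentiation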
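Material: Inducible-RGS4 HEK293 cells carrying M3 receptor; also added: carbachol at ECmax as muscarinic agonist stimulus; incubation: compound preincubation 20 min at room temperature before agonist; signal: Fluo4-AM (2 µM) calcium-flux fluorescence, kinetic read; measure: integrated calcium ratio converted to B score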
KCNQ1 pot – human KCNQ1 channel potentiation or activation | B-score at 10 µM | CHO-K1 KCNQ1, thallium flux FluxOR fluorescence; active compounds read high | P51787 | hit rate 0.35% among 310,000;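 active means fluorescence ratio B-score, a plate-corrected score, at least three library SD, with initial intensity B-score within 5 SD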
Target sequence (P51787 whole entry, looked up): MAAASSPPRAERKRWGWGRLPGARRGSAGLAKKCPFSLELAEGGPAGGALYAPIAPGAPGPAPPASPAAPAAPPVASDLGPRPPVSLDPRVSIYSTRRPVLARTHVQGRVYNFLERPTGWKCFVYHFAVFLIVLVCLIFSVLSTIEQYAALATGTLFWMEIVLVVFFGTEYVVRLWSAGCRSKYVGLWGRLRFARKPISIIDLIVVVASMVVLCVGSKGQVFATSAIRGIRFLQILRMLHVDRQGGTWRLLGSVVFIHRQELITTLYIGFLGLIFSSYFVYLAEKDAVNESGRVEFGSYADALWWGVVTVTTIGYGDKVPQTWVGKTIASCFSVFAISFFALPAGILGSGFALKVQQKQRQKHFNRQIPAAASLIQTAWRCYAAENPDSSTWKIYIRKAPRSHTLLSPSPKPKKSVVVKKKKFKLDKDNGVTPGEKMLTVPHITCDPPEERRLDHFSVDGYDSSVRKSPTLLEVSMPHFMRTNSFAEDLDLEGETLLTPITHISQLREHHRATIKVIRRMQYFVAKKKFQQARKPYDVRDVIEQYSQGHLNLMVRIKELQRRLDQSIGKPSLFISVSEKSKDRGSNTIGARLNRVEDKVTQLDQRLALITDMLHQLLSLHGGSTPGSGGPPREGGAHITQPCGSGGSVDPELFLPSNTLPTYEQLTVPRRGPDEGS
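Doses: Single concentration per compound, DMSO matched to controls | Test system: KCNQ1-transfected CHO-K1 cells | Timing: 90 min dye loading and 20 min compound exposure, both at room temperature | Measured by: Kinetic FluxOR thallium fluorescence, 10-s 1-Hz baseline, 110-s post-stimulus read | Medium: Assay buffer with matched DMSO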
RGS4 block – inhibitors of human RGS4 | P49798 | HEK293 M3R/RGS4 inducible, Fluo-4 calcium flux; active compounds read high; triggered by carbachol at its EC20 | hit rate 0.45% among 310,000 | B-score at 10 µM;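 active means B-score, a plate-corrected calcium signal, over three deviations above library mean, with baseline fluorescence within five deviations of library mean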;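 further: RGS4 expression induced by doxycycline in cells with stable M3 receptor; B-score is computed from the integrated fluorescence ratio over baseline after carbachol; higher B-score means a larger calcium signal and so more RGS4 inhibition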
Target sequence (P49798 whole entry, looked up): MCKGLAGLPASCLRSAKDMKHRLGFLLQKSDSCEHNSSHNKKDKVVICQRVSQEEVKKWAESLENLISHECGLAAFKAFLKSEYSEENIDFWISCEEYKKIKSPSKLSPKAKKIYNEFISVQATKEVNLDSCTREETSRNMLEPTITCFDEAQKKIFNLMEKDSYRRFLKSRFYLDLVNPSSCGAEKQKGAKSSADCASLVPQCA
TMEM16A inh – inhibitors of mouse TMEM16A calcium-activated chloride channel; Q8BHY3; HEK293 TMEM16A/YFP iodide influx fluorescence, ionomycin; normalized B-score (activity score, 25-100; higher = stronger inhibition) at 10 µM; hit rate 1.2% among 310,000;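 active means ratio plate-corrected score three or more library SD toward inhibition, starting fluorescence score within five deviations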;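 further: score derived from kinetic fluorescence span divided by baseline fluorescence per well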
TMEM16A act – activates or potentiates the mouse TMEM16A chloride channel; Q8BHY3; HEK293 TMEM16A/YFP-H148Q/I152L, iodide quench fluorescence; active compounds read low; B-score at 10 µM; hit rate 0.3% among 340,000; AID 623877;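 active means fluorescence-ratio B-score plate-corrected deviation score at least 3 library SD below zero, with starting fluorescence score within 5 deviations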;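 further: channel opened by trigger with iodide after compound preincubation; score built on the fluorescence ratio of max minus min over baseline; more negative score means more quench and so TMEM16A activation or potentiation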
KCNQ1 inh – inhibitors of human KCNQ1 potassium channel | P51787 | CHO-K1 KCNQ1, FluxOR thallium flux fluorescence; active compounds read high | B-score at 10 µM | hit rate 1.3% among 310,000;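 active means compounds whose thallium flux B-score, printed positive for inhibition, exceeds three library SD while starting fluorescence stays within three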;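 further: channel opened by potassium depolarization with thallium stimulus after 20 min compound exposure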
hERG protect – hERG (human) protection from proarrhythmic block; Q12809; CHO-hERG, FluxOR thallium flux, dofetilide IC70 present; activation (rescue from dofetilide block), less the hit threshold, % at 10 µM; hit rate 0.51% among 310,000; AID 1511;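 active means activation above the mean of controls blocked by dofetilide plus 5 SD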;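 further: thallium influx through hERG after potassium depolarization seen as dye fluorescence rise; in these data hits start at about 4.7%; inactives centre near -7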
KCNK3 block – human KCNK3 channel inhibition, primary screen. O14649. CHO-KCNK3 thallium flux, FluxOR fluorescence; active compounds read low. B-score at 10 µM. hit rate 0.84% among 340,000. AID 602410;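 active means B-score under library mean minus 4 SD, starting fluorescence ratio at most library mean plus 5 SD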;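 further: more negative B-score means stronger inhibition of thallium flux through KCNK3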
KCNK9 block – human KCNK9 channel inhibition; Q9NPC2; HEK293 KCNK9, FluxOR thallium flux fluorescence; active compounds read low; B-score at 10 µM; hit rate 1.2% among 310,000; AID 488922;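 active means ratio B-score over 3 SD below the library mean, with starting fluorescence within 5 SD of its mean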;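 further: negative B-score means less thallium flux so channel inhibition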
SKKanGAS inh – SKKanGAS growth inhibition; S. pyogenes SKKanGAS, kanamycin growth, BacTiter-Glo, 6 h; inhibition, % at 7.5 µM; hit rate 1.3% among 300,000; AID 1662;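 active means mean replicate score, as percent of positive control median, at least 50; inconclusive means mean below 50 but one replicate at or above 50; inactive means mean and every replicate below 50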;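 further: strain carries kanamycin resistance gene driven by streptokinase promoter and grows in 40 µg/ml kanamycin; loss of luminescence reflects streptokinase promoter inhibition or plain growth inhibition; 0% = median of DMSO wells and 100% = positive control at its reference dose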
HDAC3 inhib – human HDAC3 inhibition. O15379. AID 2718. inhibition, % at 8.3 µM. recombinant HDAC3, fluorogenic peptide/trypsin coupled, fluorescence. hit rate 0.15% among 320,000; in the data active means inhibition above about 26%, passing the limit was not always enough; inconclusive means no clear call, values can overlap the other calls
The depositor's hits bear a star; i = inactive; ? = inconclusive; nt = no result given.

SMILES | RGS4 act | KCNQ1 pot | RGS4 block | TMEM16A inh | TMEM16A act | KCNQ1 inh | hERG protect | KCNK3 block | KCNK9 block | SKKanGAS inh | HDAC3 inhib
CCOP(C)(=O)C1(C(=O)OCc2ccccc2)CC1 (stereo not given) | i | i | i | i | i | i | -2 | i | i | 2 | 2
CN(C)C(CNC(=O)CCCc1c[nH]c2ccccc12)c1ccco1 (stereo not given) | i | i | i | i | i | i | -15 | i | i | -1 | 0
CN(c1ccccc1C(=O)Nc1cccc([N+](=O)[O-])c1)S(C)(=O)=O | i | i | i | i | i | i | -9 | i | i | -2 | 2
CN1CCN(c2ccc(C(F)(F)F)cc2NC(=O)c2ccco2)CC1 | i | i | i | i | i | i | -4 | i | i | -4 | -2
CCOC(=O)c1c(N2C(=O)Nc3ccccc3N2O)n[nH]c1-c1cccc(OC)c1 | i | i | i | i | i | i | -3 | i | i | 6 | 0
O=C(OCc1cc2ccccc2[nH]c1=O)C1CCCCC1 | i | i | i | i | i | i | -9 | i | i | 4 | 1
O=C(/C=C/c1ccco1)OCC(=O)c1cccc([N+](=O)[O-])c1 | i | i | i | i | i | i | -4 | i | i | 5 | -2
O=C(O)CC[C@@H](C(=O)O)N1C(=O)c2ccccc2C1=O | i | i | i | i | i | i | -6 | i | i | -2 | 6
Cc1ccc(CN2C3CCCC2CC(NC(=O)c2ccc(C)cc2)C3)cc1 (stereo not given) | i | i | i | i | i | i | -9 | i | i | -2 | nt
Cc1ccc(NS(=O)(=O)c2cccc(C(=O)NNC(=O)c3cccn3C)c2)c(C)c1 | i | i | i | i | i | i | -10 | i | i | -3 | 7
CC(C)(C)NC(=S)NCc1ccco1 | i | i | i | i | i | i | -3 | i | i | 4 | 0
N#CCCn1nc(-c2ccc(Br)cc2)cc1Nc1ccccc1NC(=O)C(F)(F)F | i | i | i | 100* | i | i | -14 | i | i | 8 | 9
COc1ccc(-c2cc(=O)oc3c(C)c(OC(C)C(=O)Nc4ccc(CN5CCOCC5)cc4)ccc23)cc1 (stereo not given) | i | i | i | i | i | i | -13 | i | i | -7 | 2
COc1ccc(NC(=O)CSc2nnc(-c3ccncc3)o2)c(OC)c1 | i | i | i | i | i | i | -10 | i | i | -1 | 1
CC1CCN(C(=S)NC(=O)c2cccc([N+](=O)[O-])c2)CC1 | i | 9* | i | i | i | i | 13* | i | i | 21 | 3
CC1CN(S(=O)(=O)c2ccc(C(=O)Nc3ccc(S(=O)(=O)N4CCOCC4)cc3)cc2)CC(C)O1 (stereo not given) | i | i | i | i | i | i | -5 | i | i | 0 | -11
COc1ccc(/C=N/NC(=O)c2cccc(NC(=O)c3ccccc3Cl)c2)cc1OC | i | i | i | i | i | i | -16 | i | i | -4 | 4
Cc1ccc(CNC(=O)C2CCCN(S(=O)(=O)c3cccc4nonc34)C2)cc1 (stereo not given) | i | i | i | i | i | i | -10 | i | i | 13 | 1
CN1C(=O)C(=O)/C(=C(/O)c2ccccc2)C1c1ccc(Br)cc1 (stereo not given) | i | i | i | i | i | i | -6 | i | i | 7 | -2
O=C(c1ccco1)N(Cc1ccc([N+](=O)[O-])cc1)c1ccc(Cl)cc1 | i | i | i | i | i | i | -12 | i | i | -5 | 14
Cc1cccc(OCC(=O)Nc2cccc(-c3nnc(-c4ccccc4)o3)c2)c1C | i | i | i | i | i | i | -3 | i | i | 0 | 0
O=C1c2cccc3cccc(c23)C(=O)N1CC1CCN(S(=O)(=O)c2ccc(F)cc2)CC1 | i | i | i | i | i | i | -10 | i | i | 3 | -6
COc1ccccc1-c1nnc(SC)n1C | i | i | i | i | i | i | -6 | i | i | 1 | -1
Cc1cccn2c(=O)c(C=O)c(N3CCSCC3)nc12 | i | i | i | i | i | i | -4 | i | i | -5 | 12

Only HDAC3 inhib, TMEM16A inh and KCNQ1 inh, for four of the compounds above:
mol,HDAC3 inhib,TMEM16A inh,KCNQ1 inh
CC1CN(S(=O)(=O)c2ccc(C(=O)Nc3ccc(S(=O)(=O)N4CCOCC4)cc3)cc2)CC(C)O1 (stereo not given),-11,i,i
COc1ccc(/C=N/NC(=O)c2cccc(NC(=O)c3ccccc3Cl)c2)cc1OC,4,i,i
Cc1ccc(CNC(=O)C2CCCN(S(=O)(=O)c3cccc4nonc34)C2)cc1 (stereo not given),1,i,i
CN1C(=O)C(=O)/C(=C(/O)c2ccccc2)C1c1ccc(Br)cc1 (stereo not given),-2,i,i

The list goes on.
SMILES | RGS4 act | KCNQ1 pot | RGS4 block | TMEM16A inh | TMEM16A act | KCNQ1 inh | hERG protect | KCNK3 block | KCNK9 block | SKKanGAS inh | HDAC3 inhib
O=C(c1ccco1)N1CCN(C(c2ccc(Cl)cc2)c2nnnn2CC2CCCO2)CC1 (stereo not given) | i | i | i | i | i | i | -7 | i | i | 3 | -8
Cc1ccc(N2CC(C(=O)Nc3ccccc3C(=O)NC3CCCCC3)CC2=O)cc1 (stereo not given) | i | i | i | i | i | i | -11 | i | i | -6 | 3
COc1cccc(NC(=O)CN2C(=O)CSc3nc(C)cc(C)c32)c1 | i | i | i | i | i | i | -5 | i | i | -1 | 0
COc1ccc(Nc2nc3cc(C)ccc3cc2C#N)c(OC)c1 | i | i | i | i | i | i | -9 | i | i | -2 | -2
COc1ccccc1NS(=O)(=O)NC(=O)c1c(C)[nH]c2ccccc12 | i | i | i | i | i | i | -6 | i | i | 1 | 0
C/[N+]([O-])=C1\Cc2ccccc2C1=O | i | i | i | i | i | i | -10 | i | i | 3 | 0
Cc1ccc(/C=N/NC(=O)c2cccc(S(=O)(=O)Nc3ccccc3Cl)c2)o1 | i | i | i | i | i | i | -10 | i | i | 3 | 0
CN(C)c1ccc(C(=O)N=c2sccn2C)cc1[N+](=O)[O-] | i | i | i | i | i | i | -9 | i | i | -6 | -4
CCn1c(C)nc2cc(C(=O)NNS(=O)(=O)c3cc(Br)ccc3Br)ccc21 | i | i | i | i | i | i | -6 | i | i | 8 | -1
NC(=S)Cc1nc(-c2ccccc2)cs1 | i | i | i | i | i | i | 1 | i | i | 3 | 1
COCCNc1c([N+](=O)[O-])c(=O)n(-c2ccccc2)c2ccccc12 | i | i | i | i | i | i | -3 | i | i | -7 | -4
COc1ccc(C(=O)Nc2ccc(Nc3ccccc3)cc2)cc1Br | i | i | i | i | i | i | -3 | i | i | 3 | 3
Cc1cc(Cn2nc(-c3ccccc3)cc2C(=O)NCC2CC2)on1 | i | i | i | i | i | i | -12 | i | i | -1 | -10
O=C(Cc1ccccc1)N1CCN(c2ccc([N+](=O)[O-])cc2)CC1 | i | i | i | i | i | i | -4 | i | i | -1 | -2
Cc1ccc(SCc2nc3ccccc3n2CC(=O)Nc2ccc(Cl)cc2)cc1 | i | i | i | i | i | i | -10 | i | i | 19 | 2
CC1CCCCC12NC(=O)N(CC(=O)Nc1ccc3[nH]c(=O)[nH]c3c1)C2=O (stereo not given) | i | i | i | i | i | i | -8 | i | i | -3 | 0
CN(C)S(=O)(=O)c1ccc(Cl)c(NC(=O)COC(=O)/C=C/c2ccc(S(=O)(=O)N3CCOCC3)cc2)c1 | i | i | i | i | i | i | -4 | i | i | 2 | -4
CCOc1c(Cl)cc(CNCC(O)c2ccccc2)cc1OC (stereo not given) | i | i | i | i | i | i | -8 | i | i | -8 | -8
CCc1ccc(Nc2nc(N)nc(CSc3nc4ccccc4s3)n2)cc1 | i | i | i | i | i | i | -8 | i | i | 19 | ?
O=C(COc1ccc2ccc(=O)oc2c1)NC1CCN(Cc2ccccc2)CC1 | i | i | i | i | i | i | -7 | i | i | 3 | ?
Cc1ccc(C(=O)/C=C/N(C)C)cn1 | i | i | i | i | i | i | -7 | i | i | -1 | 4
Cc1ccc(N(CC(=O)NCc2ccccc2)C(=O)CCC(=O)Nc2ccccn2)c(C)c1 | i | i | i | i | i | i | -7 | i | i | -5 | 6
COc1cc(/C=C/C(=O)OCC(=O)Nc2cc(C)c(C)cc2[N+](=O)[O-])ccc1O | i | i | i | i | i | i | -12 | i | i | -18 | -4
O=[N+]([O-])c1ccccc1/C=N/Nc1nccnc1Cl | i | i | i | i | i | i | -15 | i | i | 10 | 0
CC1(C)NC(=O)N(Cc2cc(=O)n3ccsc3n2)C1=O | i | i | i | i | i | i | -9 | i | i | -6 | 0
CCC(C)Sc1ccc([C@H]2N[C@@](Cc3ccccc3)(C(=O)OC)[C@H]3C(=O)N(CC)C(=O)[C@@H]23)cc1 (stereo not given in full) | i | i | i | i | i | i | -6 | i | i | 22 | ?
CSc1sccc1/C=N/NC(=O)c1ccncc1 | i | i | i | i | i | i | -9 | i | i | -12 | 11
O=C(COc1cccc2ccccc12)NNC(=O)CSCCO | i | i | i | i | i | i | -13 | i | i | -6 | -2
O=C1Nc2ccccc2/C1=C/C(=O)c1cccs1 | i | i | 7.1* | i | i | i | -9 | i | i | 4 | 5
COc1ccc(C(=O)NCc2nnc(SCC(=O)Nc3ccc4c(c3)OCO4)o2)cc1 | i | i | i | i | i | i | -6 | i | i | -4 | 1
N#Cc1nc(COc2cccc(Cl)c2)oc1NCCN1CCOCC1 | i | i | i | i | i | i | -7 | i | i | -4 | 1
CN(C)c1cc(-c2cccc(C(F)(F)F)c2)oc(=O)c1Cl | i | i | i | i | i | i | -6 | i | i | -2 | -11
O=C1C2C3C=CC(CNS(=O)(=O)c4ccccc4[N+](=O)[O-])(O3)C2C(=O)N1c1ccccc1 (stereo not given) | i | i | i | i | i | i | -7 | i | i | -2 | -10
O=S(=O)(NC1CCCCC1Nc1ccc(Cl)cc1)c1ccccc1 (stereo not given) | i | i | i | 25* | i | i | -10 | i | i | 15 | -2
CCOc1ccccc1NC(=S)N1CCC(NC(=O)NC23CC4CC(CC(C4)C2)C3)CC1 | i | i | i | i | i | i | 2 | i | i | 2 | 1

A few values from the list:
O=C(COc1cccc2ccccc12)NNC(=O)CSCCO in HDAC3 inhib has -2
CCC(C)Sc1ccc([C@H]2N[C@@](Cc3ccccc3)(C(=O)OC)[C@H]3C(=O)N(CC)C(=O)[C@@H]23)cc1 (stereo not given in full) in hERG protect has -6
